Compound activity from PubChem BioAssay.
mcGAS MS inh: blocks mouse cGAS cGAMP production; Q8C6L5; recombinant mouse cGAS, cGAMP by RapidFire MS; 0.18% of 130,000 active; inhibition, % at 12.5 µM; AID 1259397;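 active = inhibition of cGAS enzyme activity at or above 60%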;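 note: enzyme stimulated by 45 bp dsDNA with ATP and GTP substrates; cGAMP share of summed cGAMP plus half ATP and half GTP signals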
Target sequence (Q8C6L5 whole entry, looked up): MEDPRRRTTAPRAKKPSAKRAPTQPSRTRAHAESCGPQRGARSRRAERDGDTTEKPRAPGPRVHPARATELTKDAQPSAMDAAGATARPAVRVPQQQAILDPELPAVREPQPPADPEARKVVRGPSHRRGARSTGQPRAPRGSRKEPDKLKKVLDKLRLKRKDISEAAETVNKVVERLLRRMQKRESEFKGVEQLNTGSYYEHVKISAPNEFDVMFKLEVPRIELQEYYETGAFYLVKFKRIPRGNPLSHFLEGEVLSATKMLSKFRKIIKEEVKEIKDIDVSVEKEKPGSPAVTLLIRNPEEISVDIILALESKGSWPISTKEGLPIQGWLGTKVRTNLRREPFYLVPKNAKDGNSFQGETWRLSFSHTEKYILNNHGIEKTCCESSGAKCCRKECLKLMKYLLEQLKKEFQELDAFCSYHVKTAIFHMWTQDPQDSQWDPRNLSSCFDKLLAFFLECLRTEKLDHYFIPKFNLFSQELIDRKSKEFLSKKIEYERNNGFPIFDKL
An asterisk follows results filed as active; & = joins results of further samples. The list is partial; rates above refer to the full screens.

SMILES | mcGAS MS inh
O=C(c1cccc2c1OCC2)N1CCC(N2CCCC2=O)CC1 | 3
O=C1CC[C@H]2C(=O)N(Cc3ccccc3)C(=O)[C@H]2C1 | 2
CC(=O)c1cc(CN2CCC(C(=O)Nc3cccc(-c4cccc(F)c4)c3)CC2)cs1 | 0
C=CCN(CC=C)Cc1ccc(C(=O)OC)o1 | -6
O=C(Nc1ccn(-c2ccccc2)n1)C1CCCC1 | -6
O=C(Oc1ccc(Br)cc1Br)C1CC1 | -6
CC(C)(C)c1ncc2c(n1)CN(c1nccc(CCC(F)(F)F)n1)C2 | -15
O=C(CSc1ccc(Cl)cc1)NN1CCOCC1 | 3
c1ccc(-n2nnnc2CSc2nnc(C3CC3)n2-c2ccccc2)cc1 | -3
O=c1[nH]c(=O)n(Cc2ccccc2)c2nc(CCc3ccccc3)c(=O)n(CC3CCCO3)c12 (stereo not given) | 5
Cc1ccc(C)c(Cn2nc(-c3ccccc3C)ccc2=O)c1 | -8
CC(C)Cn1cncc1CNC(=O)c1cc(=O)c2ccccc2[nH]1 | -11
CSc1nnc(-c2ccncc2)n1C | -9
CCN(Cc1ccc(F)cc1)C(=O)c1cnc(N(C)C)nc1C | -14
COc1ccc(CNCc2ccc(F)cc2)cc1OCc1nc(CO)cs1 | -7
O=C(O)c1ccc(Cl)c(S(=O)(=O)NCCc2ccc(F)cc2)c1 | 21
CCC(=O)C1=C(c2ccc(C(C)(C)C)cc2)N(C(=O)CC)n2c(C)nnc2S1 | -3
O=C(Cn1nc(-c2ccco2)oc1=O)Nc1ccc(Br)cc1 | 1
O=C(CN1CCC(Cn2c(COc3ccccc3)nc3ccccc32)CC1)Nc1nccs1 | 0
Cc1ccc(CSc2ncc(CO)n2CC(=O)NC(C)C)cc1 | -5
CC(C)c1c(C(=O)NCC2CCCCCCC2)cnn1-c1ccccn1 | -17
CCN(C/C=C/c1ccccc1)C(=O)c1cnn2ccn(C)c12 | -24
CCOC(=O)C1(Cc2ccc(OC)cc2)CCN(C(=O)C2CCOC2)CC1 (stereo not given) | -10
COC(=O)c1cccnc1Sc1nnc(NC(C)(C)C)s1 | -6
CSc1ccc(/C=C/c2nc(N)nc(-c3ccccc3O)n2)cc1 | -16
Cc1cccc(C)c1NS(=O)(=O)c1ccc(NC(=O)/C=C/C(=O)O)cc1 | -6
Cc1ccc(CN2CC(C(=O)N3CCN(c4cc(C)ccn4)CC3)CC2=O)cc1 (stereo not given) | -15
CC1(C(=O)NS(=O)(=O)c2ccccc2Cl)CCN1C(=O)CCc1ccc(Cl)cc1Cl (stereo not given) | 7
Cc1ccc(F)cc1NC(=O)C(C)NC(=O)c1cnn2ccn(C)c12 (stereo not given) | -31
CCC(C)C(=O)Nc1ccc(-c2nnc3n2CCCCC3)cc1 (stereo not given) | -9
CCOC(=O)C(=C([O-])SC)[n+]1ccccc1 | -11
COC(=O)c1ccc(N2C[C@H]3OC(=O)N(Cc4ccccc4OC)[C@H]3C2)nc1 | -6
Cc1cccn2c(CNC3CCOC(C)(C)C3)c(C(=O)N3CCOCC3)nc12 (stereo not given) | -6
CC(C(=O)N1CCC(CCC(=O)Nc2ccc(F)c(Cl)c2)CC1)N1CCCC1=O (stereo not given) | 1
CCc1cc(C(N)=S)ccn1 | -12&-2&4
CNS(=O)(=O)c1cc(Br)c(C)cc1C | -1
CC(C)(C)c1nnc(N2CCCCC2)s1 | 2
Cc1ccc(-c2c(CN3CCOCC3)c(=O)[nH]c3ccccc23)cc1 | -9&-7
Cc1ccc2c(C)c(C(=O)NC3CCCN(C4CCN(C)CC4)C3)oc2c1 (stereo not given) | -2
C=CCS(=O)(=O)N1CCC2(CCCN(Cc3cccc(C)c3)C2=O)C1 (stereo not given) | 8
C=CCOC(C)C(=O)NC(c1ccccc1)c1n[nH]c(C)n1 (stereo not given) | -6
O=C(Nc1ccc(Cl)c(C(F)(F)F)c1)N1CC=C(n2c(=O)[nH]c3ccccc32)CC1 | 11
N=C1SCC(=O)N1c1ncc(Cc2cccc(Cl)c2)s1 | -4
CC(C)(C)N(Cc1ccccc1)C(=O)CNc1ccc(I)cc1 | -4
CCCC(=O)C1=C(O)C(c2cc(C)no2)C(C)(C)CC1=O (stereo not given) | -11
CSc1ccc(C(=O)Cn2nc(-c3ccc(F)cc3)oc2=O)cc1NC(C)=O | 8
Cc1nc(C(=O)N(CC2CCN(C3Cc4ccccc4C3)CC2)CC2CCCO2)cs1 (stereo not given) | 3
CN(Cc1nc2ccccc2s1)C(=O)c1cn(CC2CCCCC2)nn1 | -10
COCCn1c(C)c(C)n2c3c(=O)n(CC(=O)c4ccccc4)c(=O)n(C)c3nc12 | -1
CC(C)Sc1nc(N2CCCC2)c2c(c1C#N)CC(C)(C)OC2 | -33
CC(=O)c1nnn(-c2nc(N3CCCC3)nc(N3CCCC3)n2)c1C | -17
CCC(=O)NCc1cc(Br)c(OC)c(OC)c1 | -10
NC(=O)C(NCCc1cccc(F)c1)c1ccccc1 (stereo not given) | -4
C#CCn1c(=NC(=O)c2ccccc2S(C)(=O)=O)sc2cc(F)ccc21 | -11
CC(C(=O)NCCSCc1cccc2ccccc12)n1cncn1 (stereo not given) | -4
CCN(CC)c1ccc(CN2CCN3C(=O)CNC(=O)C3C2)c(C)c1 (stereo not given) | -3
Cc1cc(NC(=O)C2CCN(c3nc4nc[nH]c(=O)c4s3)CC2)ccc1Br | -6
CC(Cl)=CCSc1nc2c(c(=O)[nH]c(=O)n2C)n1CCCc1ccccc1 | 8
Cc1cc(=O)n2c(-c3cccc(NC(=O)C(C)C)c3)csc2n1 | -3
COCCCNc1nc2nonc2nc1N1CCCC1c1ccccn1 (stereo not given) | -3
(more compounds)
SMILES | mcGAS MS inh
COc1ccc(-c2nc(SCC(=O)Nc3ccccc3)c3c(=O)n(C)c(=O)n(C)c3n2)cc1 | 5
CCC1CCc2nc(NC(=O)Cc3c(C)noc3C)sc2C1 (stereo not given) | -4
Fc1ccc(Nc2nnns2)cc1 | -3
O=C1NCCN2CCN(C(=O)c3ccccc3-c3ccccc3F)CC12 (stereo not given) | -17
O=C(Nc1nnc(C2CC2)s1)c1cc2c(s1)CCCCC2 | 0
COc1ccc(C(C2Sc3nc(C)nn3C2=O)N2CCC(O)CC2)cc1OC (stereo not given) | -7
O=C(C1CCN(C2CCN(Cc3cccc4nccnc34)CC2)CC1)N1CCCC1 | -9
CCc1nnc(NC(=O)CN(CC)CC)s1 | -7
CN(C)CCNc1nc(-c2ccc3c(c2)OCO3)c2c(N)n(-c3ccc(Cl)cc3)nc2n1 | -11
N#Cc1ccccc1NC(=O)CNc1cc(F)cc(F)c1 | 6
CC(C)CCn1c(N2CCN(c3ccccc3)CC2)nc2c1c(=O)[nH]c(=O)n2C | -5
Clc1ccc(N2CCCC2)c(NCc2nnnn2C2CC2)c1 | -8
COc1cc(-c2ccc3cc[nH]c3c2)cc(OC)c1OC | -13
CN(C(=O)c1ccc(-c2nnn(C)n2)cc1)C1Cc2ccccc2C1 | -31
CC(C)(C)c1nn(-c2cc(F)ccc2F)c(N)c1NC(=O)NCCN1CCOCC1 | -14
CN(C(=O)C1CCCCC1)C(c1ccccc1)c1ccccc1 | 3
CCCCn1c(=O)c2c(nc3n(CCC)c(C)cn23)n(C)c1=O | -9
CC(Nc1ccccc1Oc1ccccc1)C(=O)N1CC(=O)Nc2ccccc21 (stereo not given) | -6
CC(C)c1cc(CNC(=O)C(C)N2C(=O)c3cccc4cccc2c34)on1 (stereo not given) | -23
CCCC(=O)NCC(=O)N1CCN(C(C)c2ccccc2F)CC1 (stereo not given) | -1
O=C(CN1CCn2nc(C(=O)O)cc2C1=O)c1ccccc1 | -4
O=C1C2CC=C(Cl)CC2C(=O)N1CCN1CCN(CCN2C(=O)C3CC=C(Cl)CC3C2=O)CC1 (stereo not given) | -2
CC(C)COc1cccc(C(=O)Nc2ccc(N3CCOCC3)cc2N2CCOCC2)c1 | 2
CC(C)c1nnc(CNc2ccc(C#N)cc2)o1 | 3
CN(Cc1ccc(Cl)s1)c1ccc(S(=O)(=O)NC2CC2)cn1 | 1
Cn1ccc2c(-c3cccc(N4CCNCC4)n3)ccnc21 | -9
CC(C)(C)c1ccc(-n2ncc(C(=O)NCc3ccccc3C(F)(F)F)c2N)cc1 | -6
O=C(CSc1nc2c(c(=O)n1-c1ccccc1)SCC2)NC1CCCCC1 | -13
CC(=O)c1cnn(-c2cc(Oc3ccccc3F)nc(C)n2)c1C | -4
C#CCNC(=O)c1ccc(NCC2CC2)nc1 | -6
COc1ccc(Cn2ccc3nc4ccn(-c5ncn[nH]5)c(=O)c4cc3c2=O)cc1 | -2
CCOP(=O)(CC(CP(=O)(OCC)OCC)P(=O)(OCC)OCC)OCC | -32
O=C(NS(=O)(=O)N1CCCCC1)c1occc1-c1ccccc1 | -5
Cc1cccc(Cn2c(SCCC(C)C)nc3c2c(=O)[nH]c(=O)n3C)c1 | -11
Cc1ccc(-c2csc(NC(=O)CN3C(=O)NC4(CCCCC4C)C3=O)n2)cc1 (stereo not given) | -1
COc1ccc2c(c1)CCN=C2Cc1ccc(OC)c(OC)c1 | -24
COc1ccccc1-c1c(C)[nH]n2c(=O)cc(-c3ccc([N+](=O)[O-])cc3)nc12 | 2
CNC(=O)[C@@H]1C[C@H](N)CN1C(=O)Cc1sc(C)nc1C | -2
O=C(Cc1ccccc1)Nc1cc(NC(=O)N2CCCCCC2)ccc1F | 11
COc1ccc(C(=O)c2nc3c(n2O)CCCCC3)cc1 | -5
COCC(C)Nc1cncc(Br)c1 (stereo not given) | -5
Cn1cc(C(C)(O)CNc2cccc(F)n2)cn1 (stereo not given) | 3
O=C(NCCc1ccc2c(c1)OCCO2)Nc1ccccc1F | -4
Cc1csc(=O)n1CCC(=O)OCc1nc2ccsc2c(=O)[nH]1 | -7
Cc1c(C(=O)OC(C)C(N)=O)sc2nc3n(c(=O)c12)CCC3 (stereo not given) | -5
COc1ccc(CCN(C)Cc2nc(Cc3ccc(OC)c(OC)c3)no2)cc1OC | -19
Cc1cccc2nc(C(=O)N3CCC4(CC3)c3ccccc3[C@@H](N)[C@@H]4O)cn12 | -19
O=C(c1nc2ccccn2c1CNCCCn1ncc2ccccc21)N1CCOCC1 | 0
Cn1c(=O)c2c(nc(N3CCCCCC3)n2CCSc2nc3ccccc3o2)n(C)c1=O | -1
Cc1ccc(-n2[nH]c(-c3ccccc3F)c(-c3ccc(N)cc3)c2=O)cc1 | -10
COc1ccc(C2=Nc3cccc4cccc(c34)N2)cc1 | -11
Cn1cnnc1SCC(=O)Nc1ccc2c(c1)OC(F)(F)O2 | -8
Cc1nc(C(=O)NCc2cnc3c(C)cccn23)cs1 | -7
CCOC(=O)N1CCC(N2CCC(CO)(Cc3ccc(OC)cc3)CC2)CC1 | -7
NC1CCN(c2cccc(Cl)n2)CC1 | -6
Cc1nn2cc(CNC(=O)COc3c(C)ccc(C)c3C)nc2s1 | -8
O=C(O)c1ccc(CNC(=O)c2cccc3c2OCCO3)cc1 | -12
Cc1nccn1-c1ccc(NC(=O)C2CCCN(C/C=C/c3ccc(F)cc3)C2)cc1 (stereo not given) | -4
CC(C)SC(NC(=O)OCc1ccccc1)C(=O)NCc1nc2ccccc2[nH]1 (stereo not given) | -5
COc1cc(/C=N\N=C2/NC(=O)C(CC(=O)Nc3cccc(Cl)c3Cl)S2)ccc1O (stereo not given) | -17
The list continues:
SMILES | mcGAS MS inh
Cc1ccc2nc(COC(=O)c3cnccn3)cc(=O)n2c1 | -12
C/C=C/C=Cc1nc(-c2cnccn2)no1 | -26
CC(C)=CCC/C(C)=C/CNC(=O)c1cc(N2CCCC(C)C2)nc2ccccc12 (stereo not given) | -1
Cc1cc(F)ccc1NC(=O)CCC1CCCN(Cc2c(C)nn(C)c2Cl)C1 (stereo not given) | -13
Cc1cc(C(F)(F)F)c2c(N)c(C(=O)c3ccc4c(c3)OCO4)sc2n1 | -2
CCC(C)C(C)=NNc1ccc(S(N)(=O)=O)cc1[N+](=O)[O-] (stereo not given) | -2
CN(Cc1ccc(Sc2ncccn2)o1)CC1CC(=O)N(C2CCCC2)C1 (stereo not given) | -13
Nc1ccc(S(=O)(=O)N2CCCC2)cc1 | 0

Entries above that have an aryl methoxy group, in the order listed:
SMILES | mcGAS MS inh
COc1ccc(CNCc2ccc(F)cc2)cc1OCc1nc(CO)cs1 | -7
CCOC(=O)C1(Cc2ccc(OC)cc2)CCN(C(=O)C2CCOC2)CC1 (stereo not given) | -10
COC(=O)c1ccc(N2C[C@H]3OC(=O)N(Cc4ccccc4OC)[C@H]3C2)nc1 | -6
CCC(=O)NCc1cc(Br)c(OC)c(OC)c1 | -10
COc1ccc(-c2nc(SCC(=O)Nc3ccccc3)c3c(=O)n(C)c(=O)n(C)c3n2)cc1 | 5
COc1ccc(C(C2Sc3nc(C)nn3C2=O)N2CCC(O)CC2)cc1OC (stereo not given) | -7
COc1cc(-c2ccc3cc[nH]c3c2)cc(OC)c1OC | -13
COc1ccc(Cn2ccc3nc4ccn(-c5ncn[nH]5)c(=O)c4cc3c2=O)cc1 | -2
COc1ccc2c(c1)CCN=C2Cc1ccc(OC)c(OC)c1 | -24
COc1ccccc1-c1c(C)[nH]n2c(=O)cc(-c3ccc([N+](=O)[O-])cc3)nc12 | 2
COc1ccc(C(=O)c2nc3c(n2O)CCCCC3)cc1 | -5
COc1ccc(CCN(C)Cc2nc(Cc3ccc(OC)c(OC)c3)no2)cc1OC | -19
COc1ccc(C2=Nc3cccc4cccc(c34)N2)cc1 | -11
CCOC(=O)N1CCC(N2CCC(CO)(Cc3ccc(OC)cc3)CC2)CC1 | -7
COc1cc(/C=N\N=C2/NC(=O)C(CC(=O)Nc3cccc(Cl)c3Cl)S2)ccc1O (stereo not given) | -17

Reformatted as labelled records: 2 of the compounds above
> O=C(c1cccc2c1OCC2)N1CCC(N2CCCC2=O)CC1
  mcGAS MS inh: 3
> O=C1CC[C@H]2C(=O)N(Cc3ccccc3)C(=O)[C@H]2C1
  mcGAS MS inh: 2
